Screens deposited in PubChem BioAssay by National Center for Advancing Translational Sciences (NCATS).
GLP1R cytotox – qHTS of GLP-1 Receptor Inverse Agonists: Cytotox Screen; HEK293 cAMP-luciferase reporter cells, luminescence, 24 h; Potency, µM (titrated, usually from 38.3 µM), for the others: at the top dose activity change, negative = inhibition, hits mostly inhibitors; 0.13% of 410,000 active; AID 624418, 2012;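 also: loss of luciferase light is scored as toxicity; potency is read from the fitted curve at half-maximal effect; % is scaled to controls: 0 for no effect and ±100 for the full control effect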
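1536-well qHTS counterscreen of the MLSMR; 200 cells/uL, 12 h pre-incubation, 23 nL cpd, 24 h at 37 deg C 5% CO2, luciferase detection reagent, 12 min RT, luminescence. Inhibition = undesired.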
Akt phos inh – HTS Assay for Inhibitors of Akt Phophorylation: Primary Screen. activity change, % for hits at 50 µM. Neuro2A IGF-stimulated pAkt S473 HTRF, 20 min; stronger effect = lower value. 0.32% of 360,000 active; in the data active = activity change below about -80%; inconclusive = mostly about -51% to -80%; also: % is scaled to controls: 0 for no effect and ±100 for the full control effect
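Neuro2A cells (4,500/well, DMEM with 0.5% FBS) were treated with compound at a single 50 µM final concentration, stimulated with 6 nM IGF for 20 min at 37 °C, and lysed. Phospho-Akt Ser473 was read by HTRF as 665/615 ratio ×10^4.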
TDP-43 yeast inh – qHTS of TDP-43 Inhibitors; TDP-43 expressing yeast growth rescue, BacTiter-Glo, 24 h; Potency, µM (series often up to 46.1 µM), for the others: at the top dose growth rescue (activation), hits mostly activators; 1.8% of 410,000 active; AID 652104, 2013; also: potency is read from the fitted curve at half-maximal effect; % of control where 0% means no effect; nearly all actives have a fitted effect of over 50% in size
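Yeast cells expressing TDP-43 under galactose induction are exposed to compounds for 24 hr at 30 deg C. BacTiter-Glo luminescence measures growth, so protective compounds score as activators.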
Mm-Cpn inhibitor – Inhibitors of TCP-1 ring complex (TRiC) of Methanococcus maripaludis (MmCpn): qHTS; 0.031% of 330,000 active; Chaperonin Mm-Cpn (Methanococcus maripaludis); purified Mm-Cpn ATPase, ADP Transcreener TR-FRET; Potency, µM (top dose mostly 76.9 µM), without a hit: at the top dose activity, negative = inhibition, most hits filed as inhibitors; also: potency is read from the fitted curve at half-maximal effect; % is scaled to controls: 0 for no effect and ±100 for the full control effect; nearly all actives have a fitted effect of over 80% in size
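ATPase read-out: TR-FRET ADP immunoassay (anti-ADP Eu cryptate vs ADP-d2), ex 320 nm, em 590/665 nm; signal drops as ADP forms. Enzyme 25 nM, ATP 10 uM, 30 min at 37°C after 10 min compound preincubation.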
Abeta rescue – qHTS for compounds that reverse cellular toxicity of Amyloid beta (A-beta) peptide in yeast: Primary Screen; yeast expressing A-beta42, growth rescue, OD600, 48 h; response scale: 0% DMSO, 100% iron-clioquinol control; Potency, µM (series often up to 46.1 µM), inactives show top-dose growth rescue, usual class: activators; 0.063% of 410,000 active; also: potency is read from the fitted curve at half-maximal effect; nearly all actives have a fitted effect of over 55% in size
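Yeast A-beta toxicity model in growth medium with pinned compounds, 48 h at 30 C; growth read as absorbance at 600 nm. Normalized to FeCl3/clioquinol equimolar mix (positive) and DMSO (negative).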
FUS yeast rescue – qHTS for Suppressors of FUS Proteinopathy: Primary screen using FUS-linked yeast assay | S. cerevisiae FUS-expressing, growth rescue, OD600, 24 h | 0.24% of 390,000 active | AID 1347120, 2019 | Potency, µM (doses to about 76.6 µM), for inactives: at the top dose growth rescue (activation), most hits filed as activators;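 also: potency is read from the fitted curve at half-maximal effect; plate controls were DMSO vehicle for no effect and reference control for full effect; nearly all actives have a fitted effect of over 55% in size; some results filed as inactive show a strong effect at the top dose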
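Galactose (2%) drives FUS expression in yeast precultured in raffinose; seeding density OD 0.005. Test compounds incubated 24hr at 30C and 99% humidity before absorbance at 600 nm was measured.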
aSyn yeast inh – qHTS of alpha-syn Inhibitors. Yeast expressing alpha-synuclein, growth rescue, BacTiter-Glo, 24 h. Potency, µM (doses to about 46.1 µM), for inactives: top-dose growth rescue (activation), hits mostly activators. 0.14% of 370,000 active. AID 652106, 2013; also: potency is read from the fitted curve at half-maximal effect; % of control where 0% means no effect; nearly all actives have a fitted effect of over 65% in size
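Rescue of yeast growth: cells expressing toxic alpha-synuclein, induced in galactose at OD600 0.02, incubated with compound 24 h at 30 C. ATP luminescence quantified growth; inhibitors of toxicity appear as activators.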
PTHR1 ag – qHTS for PTHR1 Agonists: Primary Screen | Parathyroid hormone/parathyroid hormone-related peptide receptor (Homo sapiens), Q03431 | HEK293 GP2 PTHR1 cells, GloSensor cAMP luminescence, 1 h | Potency, µM (titrated, usually from 115 µM), for the others: at the highest dose activation, usual class: activators | 0.075% of 410,000 active; also: potency is read from the fitted curve at half-maximal effect; nearly all actives have a fitted effect of over 55% in size; some results filed as inactive show a strong effect at the top dose; inactives centre near -15; many of its hits are not listed in these tables
Target sequence (Q03431 whole entry, looked up): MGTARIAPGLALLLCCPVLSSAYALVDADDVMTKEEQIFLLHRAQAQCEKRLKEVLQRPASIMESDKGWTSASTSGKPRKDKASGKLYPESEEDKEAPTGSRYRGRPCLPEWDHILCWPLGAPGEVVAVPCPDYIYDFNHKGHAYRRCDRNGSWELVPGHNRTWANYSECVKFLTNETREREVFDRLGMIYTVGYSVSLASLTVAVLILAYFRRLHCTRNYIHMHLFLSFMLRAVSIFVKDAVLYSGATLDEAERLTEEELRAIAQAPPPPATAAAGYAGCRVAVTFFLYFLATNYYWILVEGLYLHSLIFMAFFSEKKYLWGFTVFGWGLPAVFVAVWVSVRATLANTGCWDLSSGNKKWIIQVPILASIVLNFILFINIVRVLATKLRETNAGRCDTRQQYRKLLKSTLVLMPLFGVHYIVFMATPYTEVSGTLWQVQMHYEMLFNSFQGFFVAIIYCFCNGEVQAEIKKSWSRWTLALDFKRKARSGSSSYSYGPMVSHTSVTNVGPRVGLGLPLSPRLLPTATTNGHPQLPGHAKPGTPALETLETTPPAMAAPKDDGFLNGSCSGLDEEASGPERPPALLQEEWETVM
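HEK-293-derived GP2 cells expressing PTHR1 and a GloSensor cAMP reporter, 3,000/well, plated overnight, given luciferin plus IBMX (each 0.5 mM as added) for 1 h at 37 °C, then compound for 1 h at 37 °C. Luminescence was read after 15 min at room temperature.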
GLP1R inv ag – qHTS of GLP-1 Receptor Inverse Agonists (Inhibition Mode) | 1.6% of 410,000 active | Glucagon-like peptide 1 receptor (Homo sapiens), P43220 | Potency, µM (top dose mostly 38.3 µM), inactives show at the top dose activity change, negative = inhibition, actives largely listed as inhibitors | HEK293 GLP-1R CRE-luciferase, luminescence, 24 h; GLP-1R form is constitutively active; also: potency is read from the fitted curve at half-maximal effect; % is scaled to controls: 0 for no effect and ±100 for the full control effect; nearly all actives have a fitted effect of over 55% in size
Target sequence (P43220 whole entry, looked up): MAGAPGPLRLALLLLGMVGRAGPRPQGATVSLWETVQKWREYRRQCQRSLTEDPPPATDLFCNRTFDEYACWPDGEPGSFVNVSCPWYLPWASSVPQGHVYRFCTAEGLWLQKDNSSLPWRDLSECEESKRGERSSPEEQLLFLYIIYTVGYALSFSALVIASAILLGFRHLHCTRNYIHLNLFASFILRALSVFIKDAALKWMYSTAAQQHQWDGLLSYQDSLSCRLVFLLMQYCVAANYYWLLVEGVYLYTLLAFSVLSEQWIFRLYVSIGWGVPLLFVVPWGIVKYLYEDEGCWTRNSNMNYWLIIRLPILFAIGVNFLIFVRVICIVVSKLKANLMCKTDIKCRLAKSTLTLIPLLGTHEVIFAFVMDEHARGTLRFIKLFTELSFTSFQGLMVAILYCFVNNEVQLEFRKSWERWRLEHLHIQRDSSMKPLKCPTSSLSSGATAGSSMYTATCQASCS
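Using stably transfected HEK293 (constitutively active GLP-1R, cAMP-luciferase reporter), compounds were incubated 24 hr and luciferase measured by luminescence.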
Active calls of the source: *; i = inactive; ? = inconclusive; nt = no result given; & = joins results of further samples; [ ] = another dose, or the depositor's remark. Unless noted, calls follow the shape of the dose curve; as a rule, active = well fitted curve in the direction sought with a large enough effect; inconclusive = small, poorly fitted or top-dose-only effect, or another doubt; inactive = no such curve, though single readings can be large; an effect the other way counts as inactive or inconclusive. Only part of the results is shown. The share of hits here may be higher or lower than overall.

SMILES | GLP1R cytotox | Akt phos inh | TDP-43 yeast inh | Mm-Cpn inhibitor | Abeta rescue | FUS yeast rescue | aSyn yeast inh | PTHR1 ag | GLP1R inv ag
COc1ccc(CC(N)c2csc(NC(=O)NCCc3ccc(OC)c(OC)c3)n2)cc1 (configuration not stated) | -4% | i | 13% | nt | -16% | 10% | -1% | i | ?
C=CCC[C@@H](Cc1ccc(F)cc1)C(=O)OC[C@@H](Cc1c[nH]c2ccccc12)NC(=O)[C@@H](CC=C)CC(=O)N(CCO)Cc1ccccc1 | ? | i | 6% | 3% | 8% | ? | 1% | i | ?
COc1cccc(C2=CC(c3ccccc3)n3nnnc3N2)c1 (configuration not stated) | 8% | i | 10% | -1% | -9% | -1% | -10% | i | -20%
CCOC(=O)C1CCN(C(=O)c2ccc(-n3ccc4ccccc43)s2)CC1 | 1% | nt | ? | nt | 12% | 40% | nt | -33%[inhibitor] | 12%
CN(C)S(=O)(=O)c1ccc(C(=O)NCC(C)(C)CN=C2NS(=O)(=O)c3ccccc32)cc1 | 6% | i | -7% | 2% | -6% | 9% | -4% | -11% | 3%
COc1ccccc1N1CCN(C(=O)CSc2nc3ccccc3nc2N2CCCCC2)CC1 | 1% | i | 1% | ? | -11% | ? | ? | -24% | 5µM*
Cc1cc(N/N=C/c2cccc(Br)c2)nc2ccccc12 | 14% | i | 0% | -1% | 5% | nt | 4% | -17% | 2%
C1=C[C@H]2CCCN3CC[C@@H]([C@@H]2[C@]32CO2)[C@H]1CCOCc1ccccc1 | -3% | i | 17% | nt | 3% | -1% | -1% | -13% | ?
CC(=O)Nc1ccc(S(=O)(=O)N(CC(=O)NCC2CCCO2)Cc2ccccc2Cl)cc1 (configuration not stated) | 7% | i | -10% | nt | -1% | -22% | 1% | -10% | 15%
N#Cc1ccc(N2CCN(C(=O)c3cccc(F)c3)CC2)c(F)c1 | -9% | i | 1% | -1% | -4% | -8% | 5% | -34%[inhibitor] | 13%
Cc1ccc(N2CC(C(=O)Nc3c4c(nn3C(C)(C)C)CS(=O)(=O)C4)CC2=O)cc1C (configuration not stated) | -3% | i | 15% | -1% | 1% | nt | 3% | 0% | -23%
CC(C)OC(=O)CSc1nnc2c3ccccc3n(C)c2n1 | 4% | i | 0% | -1% | 4% | 15% | 4% | -4% | 14%
O=C(CSc1nnc(-c2ccc(Br)cc2)o1)Nc1cccc(C(=O)O)c1 | -1% | i | -6% | -1% | -11% | -10% | -11% | i | ?
CC(C)CC(C)NNC(=O)c1cc2ccccc2[nH]1 (configuration not stated) | -5% | i | 13% | -2% | 26% | nt | -1% | -4% | 9%
CC1CCc2c(cc(-c3ccccc3)n2-c2ccc(C(=O)NC(C)C)cc2)C1 (configuration not stated) | -28% | nt | 5% | nt | -15% | 15% | nt | -26% | 6.3µM*
COC(=O)c1c(C)n(-c2ccc(OC)cc2)c2ccc(O)cc12 | -18% | i | 15% | 0% | 6% | -1% | -2% | -3% | ?
COc1ccc(CCNC(=O)CCC(=O)N2CCN(S(=O)(=O)c3ccc(Cl)cc3)CC2)cc1OC | 2% | i | -9% | -1% | 14% | ? | 6% | -33%[inhibitor][57.5 µM] | -16%
O=C(Nc1ccccn1)C1CCN(S(=O)(=O)c2ccc3ccccc3c2)CC1 | -6% | i | 11µM* | 1% | 17% | 12% | 8% | -27% | ?
COC(=O)c1sccc1NC(=O)Cn1nnc(-c2ccc(C)cc2)n1 | 0% | nt | -2% | 1% | 12% | 15% | -10% | -3%[57.5 µM] | -18%
CCCn1c(=O)c2c(nc3n2CCCN3Cc2ccccc2)n(C)c1=O | 6% | i | ? | 0% | 29% | 1% | 1% | -5% | -5%
CCCCCNCC(=O)Nc1cc(C(F)(F)F)ccc1OCCOC | -4% | i | 26% | -1% | 2% | -27% | 0% | -18% | ?
C/C(CC(=O)Nc1ccccn1)=N\NC(=O)C(=O)Nc1cccc(C)c1 | 8% | i | -5% | 0% | 15% | 0% | 2% | i | 22%
CCOC(=O)Cc1nnc(Nc2cccc(C)c2)c2ccccc12 | 0% | -109%* | 15% | nt | 7% | 4% | -9% | i | ?
CCOc1ccc(N2CC(C(=O)NCCC3=CCCCC3)CC2=O)cc1 (configuration not stated) | 2% | i | -7% | 1% | 26% | 24% | 10% | i | 2%
COCCNC(=O)C[C@H]1C[C@H]2c3cc(NS(=O)(=O)c4ccc(F)cc4)ccc3O[C@H]2[C@H](CO)O1 | 5% | i | 3% | nt | 11% | -28% | 3% | -22% | 4%
Cc1c(NC(=O)/C=C/C(=O)O)cccc1[N+](=O)[O-] | -16% | i | 17% | 1% | -12% | 2% | 10% | i | 5%
CN(CC(=O)NCc1ccccc1)S(=O)(=O)c1ccc2c(c1)CCC(=O)N2 | -2% | i | 11% | -3% | -5% | 4% | 0% | 15% | 4%
Cc1ccc(COc2ccc(/C=N/O)cc2)cc1 | -6% | i | ? | 1% | -28% | -14% | -25% | -23% | -24%
FC(F)(F)c1ccc(Cl)c(NC2=NCCCCC2)c1 | 15% | i | -28% | -1% | -11% | 3% | -4% | -17% | -8%
COc1cc(OC)c(C2Nc3ccccc3-c3nnc(SCc4ccccc4)nc3O2)cc1OC (configuration not stated) | -7% | nt | 30% | nt | -12% | 7% | nt | i | 0%
Cc1cc(-c2n[nH]c(=S)n2Cc2ccco2)nn1C | 20% | i | 21% | 0% | 10% | nt | 1% | -16% | 9%
Fc1ccc2c(Cl)c(-c3nnc(-c4cccs4)o3)sc2c1 | -20% | i | 15% | -2% | -5% | 7% | -18% | -18% | 2%
Cc1ccc(OCC(O)Cn2c(N3CCCCC3)nc3c2c(=O)[nH]c(=O)n3C)cc1 (configuration not stated) | -1% | i | 20% | 0% | -2% | 0% | 13% | -7% | 15%
Cc1ccccc1C(=O)c1cccn1CC(=O)NCc1ccc(Cl)cc1 | 2%&5% | i | 13%&12% | -29% | 6%&-5% | 2%&-17% | 4% | -1%&7% | ?
COc1cccc([C@@H]2Oc3ccc(OC)cc3C(=O)[C@H]2OC(=O)Nc2cc(OC)c(OC)c(OC)c2)c1 | 27% | i | 3% | 1% | 7% | ? | -1% | i | 2%
CCN1C(=O)[C@H]2[C@@H](c3ccc(-c4ccc(Cl)c(Cl)c4)c(OC)c3)N[C@@](Cc3ccccc3)(C(=O)OC)[C@H]2C1=O | 5% | i | 17% | -2% | 11% | 30% | 0% | i | ?
O=S(=O)(c1ccccc1)N1CC=C(c2ccccc2)CC1 | -3% | i | nt | 0% | 16% | 18% | 5% | -2% | 20%
O=C(CC(c1ccccc1)c1cc(Br)ccc1O)NCCCN1CCOCC1 (configuration not stated) | 14% | i | -6% | 2% | -2% | -15% | -3% | ? | ?
O=C(Nc1cccc(O)c1)c1cccc(NC(=O)c2cccs2)c1 | -10% | i | -10% | 2% | 13% | 17% | 2% | i | ?
CC1CCN(C(=O)CN2C(=O)NC(c3ccccc3)(c3ccccc3)C2=O)CC1 | 1% | i | 10% | 0% | -1% | 3% | 3%[1.84 µM] | -13% | ?
C=CCn1c(Cc2c(C)[nH]c3ccccc23)nnc1SCC(=O)NCc1ccc(F)cc1 | -2% | i | 22% | 0% | 12%[9.22 µM] | -4% | 7% | -20% | ?
CC(=O)Nc1ccc(S(=O)(=O)NCC(=O)OCC(=O)Nc2sccc2C(N)=O)cc1 | 1% | i | -10% | -27% | -19% | 6% | -6% | ? | 1%
O=C1CSC(=S)N1N=Cc1c(O)ccc2ccccc12 | 2% | i | 10% | nt | 5% | nt | 0% | i | 23%
COCCCN1C(=O)C(CC(=O)NCCCCc2ccccc2)CC(C(=O)N(C(C)C)C(C)C)=C1C (configuration not stated) | -9% | i | 0% | nt | 4% | 19% | 5% | -26% | -2%
COC(=O)c1ccc2c(=O)n(CCCCCC(=O)NCCNC(C)=O)c(=O)[nH]c2c1 | -2%[7.66 µM] | i | -3% | 1% | 13% | -9% | 1% | -21% | -10%[7.66 µM]
N#Cc1ccc(-c2c(-c3ccccc3)ncc3cc(F)ccc23)cc1 | 1% | i | 16µM* | ? | -45%[inhibitor] | 0% | -35%[inhibitor] | -9% | 5%
COc1ccc(/C=C(/C#N)S(=O)(=O)c2ccc(C)cc2)cc1 | 1% | i | -44%[inhibitor] | 2% | -55%[inhibitor] | 8% | -22% | i | 0%
O=C(CSc1nc(Nc2ccccc2)nc(N2CCOCC2)n1)Nc1ccc(Br)cc1F | -4% | i | 5% | 1% | 12% | 12% | 13% | -3% | ?
